SIRT5 block = SIRT5 desuccinylase inhibitors, primary screen, biochemical, fluorescence imaging, single point, set 5 | inhibition, % at 15 µM | actives 1.1% (n = 330,000) | Purified SirT5, succinyl-peptide AMC, trypsin-coupled fluorescence | NAD-dependent protein deacylase sirtuin-5, mitochondrial (Homo sapiens), Q9NXA8; in the data active means inhibition above about 15%
Target sequence (Q9NXA8 whole entry, looked up): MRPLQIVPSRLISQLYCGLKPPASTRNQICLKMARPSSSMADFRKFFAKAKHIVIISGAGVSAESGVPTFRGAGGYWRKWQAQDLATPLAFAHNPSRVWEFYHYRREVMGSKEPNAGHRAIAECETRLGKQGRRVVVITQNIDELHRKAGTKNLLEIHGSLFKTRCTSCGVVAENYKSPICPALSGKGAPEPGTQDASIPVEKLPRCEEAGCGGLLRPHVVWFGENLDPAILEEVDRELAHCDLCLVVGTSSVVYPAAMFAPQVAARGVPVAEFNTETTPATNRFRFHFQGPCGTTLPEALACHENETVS
FN deposition inh = inhibitors of fibronectin matrix deposition, primary screen, AH1F cells, Alexa488-fibronectin fluorescence, plate reader; inhibition, % at 12.6 µM; AH1F fibroblasts, overnight; actives 0.086% (n = 350,000); AID 743247, 2014;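 active means mean inhibition across replicates of 30% or more, regardless of how many single replicates reach that level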;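 further: positive control wells lacked labelled fibronectin entirely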
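Test system: AH1F fibroblast monolayer depositing Alexa488-labelled fibronectin into matrix. Input: 10000 cells per well. Technique: fluorescence, ex 485 nm, em 525 nm. Buffer or medium: DMEM plus 2% serum, read in PBS. Timing: 1 h cell adhesion before compound, then overnight fibronectin incubation. Compound: single dose, pinned. Read-out basis: inhibition from reduced deposited-fibronectin fluorescence.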
C2C12 statin = suppressors of statin myotoxicity in C2C12 myotubes, primary screen, cell-based, single point, plate reader; C2C12 myotubes + simvastatin, ATP luminescence, 48 h; scaled: DMSO 0, geranylgeraniol control 100; actives 0.78% (n = 330,000); rescue of ATP level, % at 7.49 µM;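 active means mean ATP rescue above about 67%, or every replicate alone reaching that limit, limit read from the data, passing the limit was not always enough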;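 further: myotubes were challenged with 10 µM simvastatin during compound exposure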
esBAF inh = Bmi1 luciferase reporter increase in mESCs, primary screen, esBAF inhibitor project, mouse ES cells, Bmi1 luciferase knock-in, single point | 24 h; 100% = twice the neutral-well signal | reporter increase, % at 12.5 µM | actives 2% (n = 350,000); in the data active means activation above about 40%;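 further: 0% = median of the plate's neutral control wells and 100% = double that signal; a rise in the Bmi1 reporter signal indicates esBAF inhibition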
S100A4 inh HTS = inhibitors of S100A4-myosin IIA peptide binding, primary screen, biochemical, fluorescence polarization, TAMRA-MyoIIA peptide | inhibition, % at 10.7 µM | actives 0.14% (n = 360,000) | AID 652163, 2013;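 active means mean inhibition of at least 70% across replicates, with every replicate also reaching that level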
Target sequence (P26447 whole entry, looked up): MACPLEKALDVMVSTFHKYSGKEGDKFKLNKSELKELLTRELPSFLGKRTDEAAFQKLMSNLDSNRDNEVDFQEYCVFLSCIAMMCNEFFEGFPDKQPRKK
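assay system = human S100A4 monomer with TAMRA-labelled myosin IIA peptide | also added = labelled myosin peptide probe, 5 nM | incubation = 5 min between mix addition and reading | control set = DMSO and TFP controls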
LGR2 inh = inhibitors of bursicon-induced LGR2 CRE-luciferase signal, primary screen, cell-based, HEK293, CRE-luciferase reporter, bursicon stimulation. bursicon-stimulated, 4 h. actives 0.35% (n = 380,000). inhibition, % at 9.99 µM. Drosophila bursicon receptor LGR2 (rickets);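 active means drop in luminescence signal, shown as inhibition above about 50% in the replicate tests, limit read from the data, passing the limit was not always enough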;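 further: agonist challenge used bursicon conditioned medium at about half maximal strength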
CASP6 VEID inh = human caspase-6 inhibitors, primary screen, biochemical, VEID-R110 fluorescence, single point, set 2 | P55212 | purified caspase-6, Z-VEID-R110 cleavage fluorescence | inhibition, % at 12.5 µM | actives 0.53% (n = 350,000);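 active means mean inhibition across replicates at least about 35%, with every replicate also reaching that limit, limit read from the data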;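 further: 0% = median of neutral control wells and 100% = no fluorescence left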
Target sequence (P55212 24-179 limits assumed): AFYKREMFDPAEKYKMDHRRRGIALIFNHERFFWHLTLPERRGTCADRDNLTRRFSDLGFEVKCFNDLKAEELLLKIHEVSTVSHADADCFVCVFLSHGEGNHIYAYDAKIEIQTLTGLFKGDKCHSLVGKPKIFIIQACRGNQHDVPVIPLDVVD
Target sequence (P55212 194-293 limits assumed): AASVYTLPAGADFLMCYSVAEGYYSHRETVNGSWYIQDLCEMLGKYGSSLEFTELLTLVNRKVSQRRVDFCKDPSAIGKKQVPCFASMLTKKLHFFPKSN
Active calls of the source: *; nt = no result given.

SMILES	SIRT5 block	FN deposition inh	C2C12 statin	esBAF inh	S100A4 inh HTS	LGR2 inh	CASP6 VEID inh
Cc1ccc2cccc(OC(=O)c3c(F)cccc3Cl)c2n1	9	12	nt	nt	-2	-15	1
Cc1nc2nc(-c3ccco3)nn2c(C)c1Cl	nt	nt	17	5	nt	3	nt
C[C@@H]1CN([C@@H](C)CO)C(=O)c2cc(C#CCN(C)C)cnc2O[C@H]1CN(C)C(=O)Cc1ccccc1	-3	nt	-23	6	nt	1	nt
COc1cc(OC)cc(C(=O)Nc2nc3ccc(S(C)(=O)=O)cc3s2)c1	-1	-5	nt	nt	-3	-50	4
COc1cc(CN2CCCC(CCC(=O)NCc3ccc(C)o3)C2)cc2c1OCO2 (configuration not stated)	1	-5	-6	-1	-1	24	-5
C[C@@H]1CN([C@H](C)CO)C(=O)Cc2cc(NC(=O)Nc3ccc4c(c3)OCO4)ccc2O[C@@H]1CN(C)C(=O)Nc1ccc(F)cc1	nt	nt	-19	5	nt	-11	nt
Cc1noc(C)c1CSCC(=O)Nc1cc(C(F)(F)F)ccc1N1CCCCC1	-4	-7	5	-7	-1	8	0
O=C(NCC[C@H]1CC[C@H](NS(=O)(=O)c2ccc(Cl)cc2)[C@H](CO)O1)Nc1ccc(F)cc1	1	-2	nt	nt	5	-6	-75
O=C(C[C@@H]1C[C@H]2c3cc(NC(=O)Nc4ccc(F)cc4)ccc3O[C@H]2[C@H](CO)O1)NC1CCCC1	-3	10	4	19	2	3	-1
O=C(COC(=O)c1cc(S(=O)(=O)N2CCOCC2)ccc1O)NCCc1ccccc1	nt	-4	7	-5	nt	nt	nt
CN(C)C(=O)c1ccc(-c2cc(C(F)(F)F)nn2C)s1	2	5	nt	nt	-2	-52	0
O=C(N[C@@H]1CC[C@@H](CCn2cc(C3CCCC3)nn2)O[C@@H]1CO)c1cccnc1	-3	-8	nt	nt	-2	10	12
Cc1ccc(SCC(=O)OCC(=O)NCc2cccs2)cc1C	-2	-2	nt	nt	3	-3	-1
CN1CCN(C2OC(=O)c3ccccc32)CC1 (configuration not stated)	nt	4	-6	-2	nt	nt	nt
COc1ccc(-c2nn(-c3ccccc3)cc2C(=O)Nc2ccc(C(=O)O)cc2)cc1	-4	4	17	-5	-4	3	4
O=C1CCC(=O)N1CCOP1(=O)COc2ccccc2OC1	nt	-2	3	-1	nt	nt	nt
O=Cc1ccc(OCCN2CCCC2=O)cc1	-1	-4	7	4	1	0	-2
CC(=O)Oc1ccc2c(c1)CCC1C2CCC2(C)C(OC(C)=O)CCC12 (configuration not stated)	nt	nt	3	14	-15	nt	0
Cc1ccc(S(=O)(=O)Nc2ccc3c(c2)C(=O)N([C@H](C)CO)C[C@H](C)[C@H](CN(C)CC2CCCCC2)OCCCC[C@@H](C)O3)cc1	7	nt	nt	2	6	3	3
C[C@@H]1CCCCO[C@H](CN(C)C(=O)Nc2cccc3ccccc23)[C@@H](C)CN([C@H](C)CO)C(=O)c2cc(NC(=O)Nc3cccc4ccccc34)ccc2O1	3	-9	nt	-4	-16	-2	-1
COc1cccc(CNC(=O)CCC2CCCN(C/C=C/c3ccccc3OC)C2)c1 (configuration not stated)	0	-3	-5	-4	-2	-1	0
CO[C@H]1CN(C)C(=O)c2cc(NC(=O)Nc3c(C)noc3C)ccc2OC[C@H](C)N(CCC(F)(F)F)C[C@@H]1C	5	9	7	2	3	9	-1
CC(C)(C)c1cc(CCC(=O)N2CCC2)cc(C(C)(C)C)c1O	-2	nt	nt	nt	-3	-13	-8
CC(=O)Nc1ccc(S(=O)(=O)NCCC(=O)OCC(=O)c2cc(C)ccc2C)cc1	1	nt	-5	-1	-11	9	0
CN(C)c1cccc(C(=O)OC(C(=O)Nc2ccc([N+](=O)[O-])cc2Br)c2ccccc2)c1 (configuration not stated)	nt	-4	nt	nt	-5	nt	-1

In the list so far, these have four or more nitrogen atoms.
SMILES	SIRT5 block	FN deposition inh	C2C12 statin	esBAF inh	S100A4 inh HTS	LGR2 inh	CASP6 VEID inh
Cc1nc2nc(-c3ccco3)nn2c(C)c1Cl	nt	nt	17	5	nt	3	nt
C[C@@H]1CN([C@@H](C)CO)C(=O)c2cc(C#CCN(C)C)cnc2O[C@H]1CN(C)C(=O)Cc1ccccc1	-3	nt	-23	6	nt	1	nt
C[C@@H]1CN([C@H](C)CO)C(=O)Cc2cc(NC(=O)Nc3ccc4c(c3)OCO4)ccc2O[C@@H]1CN(C)C(=O)Nc1ccc(F)cc1	nt	nt	-19	5	nt	-11	nt
O=C(N[C@@H]1CC[C@@H](CCn2cc(C3CCCC3)nn2)O[C@@H]1CO)c1cccnc1	-3	-8	nt	nt	-2	10	12
C[C@@H]1CCCCO[C@H](CN(C)C(=O)Nc2cccc3ccccc23)[C@@H](C)CN([C@H](C)CO)C(=O)c2cc(NC(=O)Nc3cccc4ccccc34)ccc2O1	3	-9	nt	-4	-16	-2	-1
CO[C@H]1CN(C)C(=O)c2cc(NC(=O)Nc3c(C)noc3C)ccc2OC[C@H](C)N(CCC(F)(F)F)C[C@@H]1C	5	9	7	2	3	9	-1

Other structures:
SMILES	SIRT5 block	FN deposition inh	C2C12 statin	esBAF inh	S100A4 inh HTS	LGR2 inh	CASP6 VEID inh
S=C(NCc1ccco1)N1CCOCC1	-7	1	nt	nt	4	15	0
COc1ccc(NS(=O)(=O)c2csc(C(=O)N3CCCC3)c2)cc1	-4	4	4	-7	0	-1	4
COc1ccc(C)cc1N1CC(C(=O)OCc2nc(N)nc(Nc3ccccc3C)n2)CC1=O (configuration not stated)	3	5	11	1	1	13	2
CCC(=O)N(C)C[C@H]1Oc2ncc(-c3ccccc3F)cc2C(=O)N([C@@H](C)CO)C[C@H]1C	-6	-1	-14	-2	-3	28	-3
CCCNC(=O)N(C)C[C@H]1Oc2cc(Br)ccc2S(=O)(=O)N([C@H](C)CO)C[C@H]1C	5	2	nt	-5	14	9	1
C[C@H](CO)N1C[C@H](C)[C@@H](CN(C)S(=O)(=O)c2ccc(F)cc2)Oc2ccc(NC(=O)Nc3ccc(C(F)(F)F)cc3)cc2CC1=O	nt	nt	-50	2	nt	9	nt
COc1ccc(NC(=O)N(C)C[C@H]2Oc3ccc(NC(=O)C4CCCCC4)cc3CC(=O)N([C@H](C)CO)C[C@@H]2C)cc1	0	-8	-11	-1	2	-3	-2
CCOCCCNC(=O)Cn1cnc2sc(C)c(S(=O)(=O)N3CCN(c4ncccn4)CC3)c2c1=O	-3	6	-4	-46	0	nt	3
O=C(C[C@@H]1C=C[C@H](NC(=O)Nc2ccc3c(c2)OCO3)[C@H](CO)O1)NCCCN1CCOCC1	1	-10	1	-4	-8	20	1
O=C(NOC(=O)c1cc(Br)ccc1Cl)c1cccs1	nt	11	-1	-6	nt	nt	nt
Cc1noc(C)c1NC(=O)N(C)C[C@H]1OCCCC[C@H](C)Oc2ccc(NS(=O)(=O)c3cn(C)cn3)cc2C(=O)N([C@@H](C)CO)C[C@H]1C	nt	nt	-85	-7	nt	8	nt
CC(C)c1nc2cc(C(=O)NC(c3cccnc3)C(F)(F)F)ccc2o1 (configuration not stated)	-2	3	17	14	5	-32	2
Cc1nc(N)nc(C)c1Cc1ccccc1	nt	-9	8	-12	nt	nt	nt
CC1CCC(NC(=O)CCS(=O)(=O)c2ccc3c(c2)CCN3C(=O)C2CC2)CC1 (configuration not stated)	-5	6	-3	-1	1	0	6
COC(=O)C1c2ccccc2-c2ccccc21	-2	10	0	-1	-3	nt	-2
COC(=O)C1=C(C)NC(=O)CC1c1ccccc1F (configuration not stated)	0	nt	0	1	4	-14	0
COc1cc2c(cc1OC)CN(CC(=O)Nc1ccc(Cl)cc1Cl)CC2	1	4	-1	2	-1	-1	-3
COc1cc(/C=N/NC2=NCCCCC2)ccc1O	0	-3	-9	3	-3	14	-3
O=C(Cn1cc(/C=N/O)c2ccccc21)N1CCOCC1	nt	3	-4	1	nt	nt	nt
COc1ccc(NC(=O)C2c3ccccc3OCC(=O)N2CC(F)(F)F)cc1 (configuration not stated)	nt	-10	nt	nt	1	16	1
CCOc1cccc2sc(Cl)nc12	4	-5	2	-4	-6	-12	0
Cc1ccc(C(=O)NCCN2CCOCC2)cc1	-6	nt	17	6	-1	-9	nt
Cc1ccc(NC(=O)CSCC(=O)N2CCN(Cc3ccc4c(c3)OCO4)CC2)cc1	-3	1	10	20	-4	-7	-9
CN(C)/C=N/c1cc(=O)[nH]c(=O)n1C	nt	-13	-15	0	nt	8	nt
CN(C)/C=C1\C=C2C(=O)c3ccccc3N2C1=O	5	-14	10	1	76*	-2	-1
SMILES	SIRT5 block	FN deposition inh	C2C12 statin	esBAF inh	S100A4 inh HTS	LGR2 inh	CASP6 VEID inh
O=C(Nc1ccc(N2CCOCC2)cc1N1CCOCC1)c1ccc(F)cc1	-11	-2	1	9	-2	2	1
C[C@@H]1CCCCO[C@@H](CN(C)C(=O)Nc2ccccc2)[C@H](C)CN([C@H](C)CO)C(=O)c2cc(NS(=O)(=O)c3ccc(Cl)cc3)ccc2O1	12	-1	nt	6	1	-5	4
C[C@@H]1CN([C@@H](C)CO)S(=O)(=O)c2ccc(-c3ccccc3)cc2O[C@H]1CN(C)S(C)(=O)=O	0	5	-12	-2	-8	11	-4
O=S(=O)(NCCC1=CCCCC1)c1cccc(Br)c1	-5	-6	nt	nt	12	3	1
CCNC(=O)C[C@H]1CC[C@H]2[C@H](COc3ccc(NC(=O)Nc4cccc(Cl)c4)cc3C(=O)N2C)O1	-1	-6	15	2	17	2	-1
Cc1ccc(NC2=C(Cl)C(=O)OC2OC(=O)c2ccccc2)c(C)c1 (configuration not stated)	-1	0	nt	nt	3	15	-3
N#C[C@H]1[C@H](c2ccc(-c3ccccc3F)cc2)[C@H](CO)N1C(=O)C1CCC1	0	7	6	3	9	-15	-2
O=C(NCc1ccc(Cl)cc1)c1cc(S(=O)(=O)N2CCCCC2)c[nH]1	nt	-5	3	0	1	-3	-2
Cn1cncc1C#Cc1ccc2cc(CCCO)oc(=O)c2c1	nt	-7	6	8	2	-13	-3
COc1cnc(SCc2c(Cl)cccc2Cl)nc1Cl	7	nt	88*	-3	-2	-14	2
COc1cccc(-c2cc(=O)c3cc(NC(=O)c4ccc(Cl)cc4)ccc3[nH]2)c1	nt	-9	-18	0	-2	-8	1
CO[C@H]1CN(C)C(=O)c2ccc(NC(=O)C3CC3)cc2OC[C@H](C)N(CC2CC2)C[C@H]1C	nt	4	-14	1	3	-2	0
Cc1nn(Cc2ccccc2Cl)c2sc(C(=O)NCCCn3ccnc3)cc12	nt	4	-2	6	nt	nt	nt
CC(=O)Nc1ccc(S(=O)(=O)N2CCN(C3CCCCCCC3)CC2)cc1	nt	-1	1	2	nt	-5	nt
C=CCSC1=N/C(=C\c2cc(OC)c3c(c2)OCO3)C(=O)S1	nt	nt	13	-2	nt	-18	nt
COc1ccc(CNCCC2(Cc3ccccc3)CC(C)N(C)CC2C)cc1OC (configuration not stated)	-4	2	nt	nt	-2	0	-25
O=C(Nc1ccc(O)c(C(=O)O)c1)Oc1ccccc1	-8	1	nt	nt	-3	-7	5
CCCCOC(=O)c1cc(=O)[nH]c2ccc(C)cc12	-5	-2	-13	-2	0	7	1
CCC(=O)N(C)C[C@@H]1Oc2cc(C#CCC(C)C)ccc2S(=O)(=O)N([C@@H](C)CO)C[C@H]1C	0	10	7	-5	4	13	0
CCN1[C@H](C(=O)OC)[C@@H](CO)[C@@H]2Cn3c(ccc(-c4cccc(F)c4)c3=O)[C@@H]21	1	nt	nt	nt	65	3	0
CC(C)NC(=O)N(C)C[C@@H]1Oc2ccc(NC(=O)CCC(F)(F)F)cc2CC(=O)N([C@@H](C)CO)C[C@H]1C	-4	nt	3	-3	2	20	-2
CCc1nnc(NC(=O)C2CCCCN2S(=O)(=O)c2ccccc2)s1 (configuration not stated)	-3	3	0	-2	-3	-1	1
COc1cccc(OC)c1C(=O)Nc1cccc(S(=O)(=O)Nc2ccccc2Cl)c1	1	-1	6	-1	6	20	4

Assay outcomes (PubChem BioAssay)

Not all compounds are listed; the hit share may differ from the screen's.
